Screening results deposited in PubChem BioAssay by several laboratories.
XIAP antagonists: XIAP antagonists, biochemical, IAP family, fluorescence polarization (AID 1018); E3 ubiquitin-protein ligase XIAP (Homo sapiens); XIAP BIR domain, fluorescence polarization peptide displacement; higher % means a stronger effect; displacement, % at 20 µM, or IC50 in µM where a hit was titrated; 200,000 compounds, 0.007% hits; in the data active = displacement above about 50%; also: a part of the inactive calls stands beside numbers as strong as those of hits
Dengue-2 NS5 capping: Dengue-2 NS5 methyltransferase inhibitors, primary screen, biochemical, confirmation dose response (AID 588689). Genome polyprotein (Dengue virus type 2 (strain 16681-PDK53)). Dengue-2 NS5 methyltransferase capping enzyme assay, biochemical; higher % means a stronger effect. one-dose inhibition, % at 25 µM; IC50 in µM for titrated hits. 340,000 compounds, 0.3% hits; in the data active = a potency from the dose series; inconclusive = inhibition above about 29% without an active follow-up result
HIV peptide binding: inhibitors of HIV fusion peptide binding, primary screen, biochemical, uHTS, fluorescence dequenching (AID 1986); inhibition, % at 20 µM; hits with a dose series show IC50 in µM; cell-free peptide binding, fluorescence dequenching, 30 min; higher % means a stronger effect; 290,000 compounds, 0.3% hits; in the data active = inhibition mostly above about 52%, no sharp cut-off; inactive = mostly below about 76%; also: some results filed as inactive read as strong as hits
LYP phosphatase: inhibitors of LYP phosphatase, biochemical, fluorescence intensity, uHTS (AID 1779) | Tyrosine-protein phosphatase non-receptor type 22 (Homo sapiens) | recombinant LYP phosphatase, fluorescence intensity; higher % means a stronger effect | one-dose inhibition, % at 11.5 µM; IC50 in µM for titrated hits | 290,000 compounds, 0.054% hits;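 also: plate controls were vehicle with enzyme for no effect and no enzyme for full effect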
SIAH1 antagonists: Siah-1 peptide-binding antagonists, primary screen, biochemical, fluorescence polarization, rhodamine-plectin, uHTS (AID 1817) | displacement, % at 20 µM; hits with a dose series show IC50 in µM | 290,000 compounds, 0.02% hits | Siah-1 / rhodamine-plectin peptide fluorescence polarization; higher % means a stronger effect;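 active = displacement of at least 50% at 20 µM, with a fluorescence ratio check between 0.3 and a set limit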;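 also: plate controls were Siah plus tracer with DMSO for no effect and tracer alone without Siah for full effect; strong numbers were not always called active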
HEK293 NOD2/NF-kB: NOD2 signaling inhibitors, cell-based, luminescence, uHTS, HEK293 (AID 1566); HEK293 NOD2/NF-kB luciferase reporter, luminescence; higher % means a stronger effect; inhibition, % at 4 µM; hits with a dose series show EC50 in µM; 290,000 compounds, 0.63% hits; also: many of its hits are not listed in these tables
AID2073: inhibitors of Mint1-CaV2.2 protein interaction, biochemical, HTRF (AID 2073); 290,000 compounds, 0.19% hits; HTRF protein-protein interaction, Mint1-CaV2.2; higher % means a stronger effect; one-dose inhibition, % at 20 µM; IC50 in µM for titrated hits; Voltage-dependent N-type calcium channel subunit alpha-1B (Homo sapiens); in the data active = inhibition mostly above about 51%, no sharp cut-off; inconclusive = no clear call, values can overlap the other calls; inactive = mostly below about 53%; also: some results filed as inactive read as strong as hits
Myeloid diff 2: induction of myeloid progenitor differentiation, primary screen, cell-based, flow cytometry, MLPCN library; ER-HoxA9 myeloid progenitors, lysozyme-GFP differentiation; 360,000 compounds, 1% hits; calls only at 10 µM;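 active = normalized GFP-positive differentiation at or above the plate's own cutoff, the solvent-only control mean plus 3 SD; inconclusive = no clear call, values can overlap the other calls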;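 also: cells exposed to compound for four days before flow analysis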
Lipid droplet: inhibitors of hepatocyte lipid droplet formation, primary screen, imaging, high-throughput imaging, BODIPY stain; AML12 mouse hepatocytes, oleate lipid droplets; inhibition, % at 6.5 µM; 240,000 compounds, 0.4% hits; AID 1656, 2009;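 active = lipid droplet intensity inhibited by at least 50%, with more than 500 cells counted; inconclusive = wells with under 300 cells, treated as cytotoxic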
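System: AML12 hepatocytes (mouse). Probe or stimulus: oleic acid at 100 µM to induce lipid droplet formation. Times: overnight treatment with compound plus oleate. Detection: Image-based BODIPY and DAPI two-channel analysis. Evaluation: percent inhibition of filter-corrected integrated lipid droplet intensity per well.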
Lipid droplet cells 6.5 µM: further read-out of Lipid droplet, marked with its call; cell count; measured here: cell count, cytotoxicity flag;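 cells counted across two imaged fields per well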
Dengue-2 NS5 capping pilot replicate: further read-out of Dengue-2 NS5 capping, marked with its call; inhibition, %; measured here: pilot screen replicate inhibition
Myeloid diff 2 GFP+ MAC1+ %: further read-out of Myeloid diff 2, marked with its call; GFP+ MAC1+ double positive, %; measured here: differentiation confirmed by MAC1 staining
* marks the source's active call; other numbers are inactive results; i = inactive; ? = inconclusive; / = no result given; + = active, no number. Rule as the data show it, unless noted: active = inhibition above about 50%; inactive = the rest. These rows are one share of the data. The share of hits here may be higher or lower than overall.

SMILES	XIAP antagonists	Dengue-2 NS5 capping	HIV peptide binding	LYP phosphatase	SIAH1 antagonists	HEK293 NOD2/NF-kB	AID2073	Myeloid diff 2	Myeloid diff 2 GFP+ MAC1+ %	Lipid droplet	Lipid droplet cells 6.5 µM	others
CC(C)Oc1ccc(/C=N/NC(=O)C2CCCN2S(=O)(=O)c2ccc(Cl)cc2)cc1 (configuration not stated)	2.3%	-8%	-0.5%	1%	5%	5%	-1%	i	0.9	-26	582
CC(C)(C)C(=O)Nc1c(Cl)cccc1OC(F)(F)F	/	-11%	0.6%	1%	0%	1%	5%	i	1.7	1	768
Cc1ccc(S(=O)(=O)N(c2ccc(Br)cc2)C2C=CS(=O)(=O)C2)cc1 (configuration not stated)	-2.9%	-4%	-1.3%	-8%	-2%	15%	0%	i	0.5	-7	684
C=CCNC(=S)NNC(=O)COc1ccc(Cl)cc1Cl	-8.2%	0%	-0.7%	2%	-5%	-10%	6%	i	0.5	-15	691
CCCCN(C)C(=O)c1nc2ccccn2c1CN1CCN(c2cnccn2)CC1	-7.6%	5%	-2.2%	-9%	0%	9%	15%	i	0.1	-14	748
O=c1[nH]c(C2CCN(S(=O)(=O)Cc3ccccc3)CC2)nc2c1nnn2Cc1ccccc1Cl	/	9%	-0.2%	-1%	4%	-4%	-6%	i	1.1	-2	764
CCN(CC)C(=O)c1cc(-c2ccc3c(c2)OCO3)on1	/	0%	1.1%	-2%	-1%	-77%	30%	i	0.8	-18	847
CCOc1ccc(S(=O)(=O)c2c[nH]c3ccc(C)cc3c2=O)cc1	/	1%	-2.3%	-4%	-2%	5%	10%	i	0.4	-1	817
CC(=O)Nc1c(N)c2ccccc2oc1=O	-8.2%	-1%	0.9%	-2%	1%	8%	5%	i	0.1	3	664
O=C(O)COc1ccc2oc3c(c2c1)CCCC3	/	-4%	2.8%	-9%	0%	4%	0%	i	0.3	-15	791
CCOC(=O)c1cnc(SCC(=O)Nc2ccc(NC(=O)CC)c(OC)c2)nc1N	-1.2%	-5%	-1.7%	-2%	-2%	13%	2%	i	1.5	-6	630
Cn1cc(Cl)c(C(=O)NNC(=S)NCc2ccco2)n1	-17%	-2%	2.3%	3%	12%	-16%	20%	i	0.1	1	652
CC(=O)Nc1c(C(=O)Nc2ccc3c(c2)OCO3)oc2ccccc12	/	5%	-2.0%	-3%	4%	-42%	12%	i	4.8	11	716
Clc1ccc(-c2cc3ccccc3[nH]2)cc1	-4.1%	-3%	0.6%	3%	0%	-76%	4%	i	0.6	/	/
COc1ccccc1N1CCN(Cc2ccc(Br)o2)CC1	-3.1%	-3%	-3.4%	5%	-7%	1%	2%	i	0.4	5	678	Dengue-2 NS5 capping pilot replicate=-4.3
Cc1ncc(CSCC(=O)Nc2cc(C(F)(F)F)ccc2Cl)c(CO)c1O	/	-1%	-1.6%	-6%	1%	8%	14%	i	0.6	/	/
CCOC(=O)c1c(NC(=O)c2cc(-c3ccc(Cl)s3)nc3ccccc23)sc(C(N)=O)c1C	-3.3%	-1%	0.0%	-3%	-2%	2%	49%	i	1.8	-6	681
CCCN1CCc2c(sc(NC(=O)c3ccc(S(=O)(=O)N4CCCC4)cc3)c2C(N)=O)C1	/	-24%	5.5%	-2%	13%	17%	6%	+	3.2*	6	871
Cc1c(C(=O)O)oc2c(F)cccc12	-3.9%	/	1.8%	-3%	0%	18%	0%	i	0.0	-6	693
O=C(Nc1cccc(F)c1)Nc1ccccn1	-8.1%	-8%	3.3%	-4%	-1%	-61%	7%	i	1.1	/	/
CCCC(C)NC(=O)c1nc(-c2ccccc2)n(-c2ccccc2)n1 (configuration not stated)	-5.3%	-1%	0.2%	-5%	-6%	24%	-3%	i	1.3	1	789
Cc1nc(-c2ccccc2)sc1C1(C)CC(c2cccc([N+](=O)[O-])c2)=NO1 (configuration not stated)	/	-9%	-0.7%	-1%	-3%	5%	-5%	i	0.6	/	/
Cc1ccc(C(=O)Nc2nnc(S(=O)(=O)N3CCC(C)CC3)s2)cc1	/	0%	-0.1%	-12%	2%	-3%	19%	i	0.6	-9	765
Cc1ccc(NC(=O)c2nc[nH]c2C(=O)N[C@@H](CCCCNC(=O)OC(C)(C)C)C(=O)OC(C)(C)C)cc1	/	0%	-0.5%	16%	0%	-13%	10%	i	1.2	3	722
CCOC(=O)c1cn(-c2c(Cl)cccc2Cl)c2cc(Cl)c([N+](=O)[O-])cc2c1=O	-0.6%	10%	-1.5%	2%	2%	6%	?	i	0.6	8	764
COc1cc(OC)c(NS(=O)(=O)c2ccc(Cl)c(C(=O)OC(C)C(=O)N3CCCC3)c2)cc1Cl (configuration not stated)	-6.2%	-4%	1.1%	-2%	2%	20%	6%	i	1.1	2	663
CC(=O)Nc1cccc(C(=O)N/N=C/c2ccccc2F)c1	-14%	5%	-2.1%	-8%	-1%	-63%	-1%	i	0.2	-23	467
CCOC(=O)c1c(C)[nH]c(NC(=O)Nc2c(C)n(C)n(-c3ccccc3)c2=O)c1C	0.6%	0%	-0.8%	-2%	1%	9%	2%	i	7.9	-1	739
Clc1ccc(-n2ncc3c(NCC4CCCO4)ncnc32)cc1 (configuration not stated)	-3.9%	-2%	-1.1%	-1%	0%	-155%	3%	i	6.4	9	709
C=CCOc1ccc(/C=N/O)cc1Cl	-9.4%	-3%	1.7%	1%	4%	1%	-8%	i	0.4	-2	740
COc1cccc(CNC(=O)C2CCN(S(=O)(=O)N3CCCCC3)CC2)c1	-22%	0%	-2.2%	-3%	-3%	-1%	-1%	i	0.7	/	/
COc1ccc(C)cc1NC(=O)NC1CCN(Cc2ccccc2)CC1	1.6%	-6%	-1.4%	3%	2%	2%	-1%	i	4.7	21	659
O=C(CSc1ccccc1)N/N=C/c1ccccc1O	-6.5%	1%	-2.3%	-4%	0%	5%	-10%	i	0.4	-15	586
Cc1ccc(Cl)cc1N1CCN(CC(=O)NC2CCCc3ccccc32)CC1 (configuration not stated)	-0.1%	-1%	-0.3%	0%	-3%	-25%	-2%	i	0.5	-2	676
O=C(CCN1CCN(c2ccccc2)CC1)Nc1ccc(OCc2ccccc2)cc1	-1.9%	0%	0.0%	-4%	-2%	-46%	4%	i	0.7	-4	690
COc1ccccc1C(=O)Nc1ccc(CN2CCCCC2)cc1	-3.6%	-8%	-0.2%	-3%	2%	7%	6%	i	1.0	/	/
COCCN(C(=O)COC(=O)COc1ccc(Cl)c(C)c1)c1c(N)n(Cc2ccccc2)c(=O)[nH]c1=O	/	-3%	1.4%	-9%	13%	-2%	8%	i	0.8	-2	829
O=C(Cn1nc2ccccc2n1)N/N=C/c1ccc(F)cc1	/	-8%	-2.0%	-5%	2%	4%	3%	i	0.4	7	670
COc1ccc(C(C)=O)cc1CSc1nnc(-c2ccc(Cl)cc2)n1-c1ccccc1	-1.2%	5%	-1.7%	-5%	-2%	23%	-10%	i	1.6	/	/
COC(=O)C(C(=O)Nc1nc2ccccc2s1)C1CCCC1 (configuration not stated)	-8.0%	1%	0.2%	10%	0%	8%	-9%	i	0.7	2	652
COc1ccc2c(c1OC)C(=O)OC2Nc1nc(-c2ccc(-c3ccccc3)cc2)cs1 (configuration not stated)	-5.1%	5%	2.5%	5%	-6%	-93%	5%	i	0.9	-3	620
CC1CCN(C(=O)CSc2ccc(-c3cccnc3)nn2)CC1	/	1%	-0.9%	-8%	0%	3%	24%	i	1.3	-5	834
COc1ccc(-c2oc3ccccc3c2C(=O)OCc2ccccc2)cc1	/	-3%	2.5%	-10%	1%	-22%	20%	i	1.4	/	/
COc1ccc(/C=N/NC(=O)c2cc(C34CC5CC(CC(C5)C3)C4)[nH]n2)cc1OC	-2.3%	-2%	0.7%	4%	0%	-198%	14%	i	0.0	7	692
Cn1c2ccccc2c2cnn(CC(=O)Nc3cccc(F)c3)c(=O)c21	/	-3%	2.1%	-7%	-4%	-43%	19%	i	0.2	4	727
Cc1ccc(CNC(=O)CCCn2c(=O)[nH]c3ccccc3c2=O)cc1	-4.6%	5%	2.4%	1%	-2%	10%	-4%	i	0.9	/	/
O=C(NC1=NCCS1)c1cc(-c2ccc(-c3ccccc3)cc2)nc2ccccc12	-3.6%	-13%	1.8%	-1%	7%	-122%	23%	i	0.9	-16	659
O=C(O)C1(c2ccccc2)CCN(S(=O)(=O)c2cccc(Cl)c2)CC1	/	-6%	2.0%	-10%	-1%	2%	1%	i	0.9	-3	839
NNC(=O)c1[nH]c2ccccc2c1-c1ccccc1	/	0%	-2.7%	-6%	1%	0%	8%	?	/	15	712
COC(=O)c1ccc(NC(=O)C(C)Oc2ccccc2)cc1 (configuration not stated)	-5.2%	-2%	-2.9%	-10%	3%	4%	4%	i	0.4	1	736
Additional records
SMILES	XIAP antagonists	Dengue-2 NS5 capping	HIV peptide binding	LYP phosphatase	SIAH1 antagonists	HEK293 NOD2/NF-kB	AID2073	Myeloid diff 2	Myeloid diff 2 GFP+ MAC1+ %	Lipid droplet	Lipid droplet cells 6.5 µM	others
Cc1cc(C)cc(NC(=O)N2CCc3ccccc3C2)c1	/	-5%	1.3%	-1%	-3%	-42%	-1%	i	2.2	-2	838
CCn1c(O)c(N=NC2=NC(=O)CS2)c2ccccc21	1.4%	16%	4.6%	-5%	-1%	8%	1%	i	0.9	/	/
CC1CC(C)CN(C/C=C/c2ccccc2[N+](=O)[O-])C1 (configuration not stated)	-1.1%	/	-3.2%	-2%	7%	2%	-4%	/	/	/	/
COc1ccc(-c2nnc(SCC(=O)/C(C#N)=C(\C)N)o2)cc1	-3.9%	-5%	20%	3%	0%	-132%	-5%	i	0.8	/	/
COc1ccc(CNCc2ccc(F)cc2)c(OC)c1	/	-7%	-1.0%	-11%	0%	3%	-6%	i	0.4	3	769
O=c1c2[nH]c3cccc(Cl)c3c2ncn1CC1CCCO1 (configuration not stated)	/	1%	2.0%	-2%	-2%	-5%	7%	i	0.3	6	761
O=C(CNC(=O)c1ccc2c(c1)OCCO2)N/N=C/c1ccc(O)cc1O	-9.5%	-3%	6.9%	0%	-10%	0%	7%	i	0.8	22	702
